# phage Ecoli inh – E. coli growth loss with phage present. growth absorbance. inhibition, % at 11.9 µM. hit rate 0.26% among 360,000. AID 651602; in the data active means inhibition above about 11%
# AddAB inh – less growth of phage-infected E. coli with AddAB; E. coli expressing H. pylori AddAB, absorbance growth; hit rate 0.29% among 330,000; inhibition, % at 11.9 µM; in the data active means inhibition above about 12%;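 further: 0% = vehicle wells of infected cells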
# E coli growth – reduces bacterial viability in AddAB counter-screen; E. coli V3065 growth, OD600 absorbance, 18 h; inhibition, % at 11.9 µM; hit rate 0.27% among 330,000; AID 449728;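 active means inhibition above the campaign's mean inhibition across all tested compounds plus 3 SD, cut at about 9.9% in these data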;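 further: uninfected addAB+ strain grown without phage in ampicillin broth; 0% = DMSO wells and 100% = ciprofloxacin 0.95 µg/ml wells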
# Wnt bcat act – Wnt/beta-catenin pathway activation. AID 743398. activation, % at 9.35 µM. Wnt/beta-catenin reporter cell assay, activator, plate reader. hit rate 1.2% among 300,000; in the data active means activation above about 30%, passing the limit was not always enough; inconclusive means no clear call, values can overlap the other calls;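 further: 0% = neutral control wells and 100% = positive control wells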
# * marks the source's active call; other numbers are inactive results; ? = inconclusive; . = not tested or not shown. This is a subset, so the mix of outcomes need not match the whole.
no.	smiles	AddAB inh	Wnt bcat act
1	CCOC(=O)CNC(=O)N1Cc2cc(N3CCCCC3)ccc2-n2nncc2C1	.	-1.7
2	N[C@@H](Cc1cc(Br)c(O)c(Br)c1)C(=O)O	-0.6	.
3	C[C@]12CCC(=O)C[C@H]1CC[C@@H]1[C@@H]2CC[C@]2(C)[C@@H](O)CC[C@@H]12	4.7	.
4	C/C(=N\N1CCCCCC1)c1c(O)n(C)c(=O)n(C)c1=O	0.2	.
5	CC[C@@H]1C=CC=CC[C@H](C)[C@@H](O)[C@@H](C)C(=O)[C@H](C)[C@@H](O)[C@H](C)C(=O)[C@H](C)[C@@H](O)[C@H](C)C=CC(=O)O[C@H]2[C@@H](C)[C@@H](CC1)O[C@@]1(CC[C@@H](C)[C@@H](C[C@H](C)O)O1)[C@@H]2C	1.8	.
6	CNCCc1c[nH]c2ccccc12	-3.8	.
7	CCCCC/C=C\C/C=C\C/C=C\C/C=C\CCCC(=O)Nc1ccc(O)cc1	-1.6	.
8	CC(C)(O)[C@H]1O[C@H]2CC[C@@]3(C)[C@@](O)(CC[C@H]4Cc5c([nH]c6ccccc56)[C@@]43C)C2=CC1=O	-0.8	.

no.	phage Ecoli inh	E coli growth
1	.	.
2	.	0.3
3	.	0.0
4	.	-1.0
5	.	0.3
6	.	-0.9
7	.	-2.0
8	.	1.6

# New compounds follow:
no.	smiles	AddAB inh	Wnt bcat act
9	CN1CC=C(/C=C/c2ccc(-c3ccccc3)cc2)CC1	0.0	.
10	C=CCN(CC#CCOc1ccccc1OC)CC=C	1.6	.
11	Oc1ccc2c3c1O[C@H]1c4[nH]c5ccccc5c4C[C@@]4(O)C(C2)N(CC2CC2)CC[C@]314	-1.6	.
12	COc1ccc(-c2csc(NC(=O)COC(=O)Cc3ccccc3)n2)cc1OC	2.6	.
13	CCOC(=O)c1ccc(NC(=O)C2C3C=CC(O3)C2C(=O)O)cc1 (stereo not drawn)	0.6	.
14	O=[N+]([O-])c1cc(F)c(N2CCCC2)cc1N1CCNCC1	0.2	.
15	COc1cc(N)c(Cl)cc1C(=O)NC1CN2CCC1CC2 (stereo not drawn)	-1.9	.
16	CCN1C[C@@]2(COC)C3[C@@H](OC)[C@H]4[C@@H]1[C@@]3(C1C[C@@]3(O)[C@H](OC(=O)c5ccccc5)C1[C@]4(OC(C)=O)[C@@H](O)[C@H]3OC)[C@@H](OC)C[C@H]2O (stereo partly drawn)	-1.3	.

no.	phage Ecoli inh	E coli growth
9	.	1.1
10	.	1.9
11	.	2.2
12	.	-1.4
13	.	2.0
14	.	-0.7
15	.	-1.6
16	.	0.3

# (more compounds)
no.	smiles	AddAB inh	Wnt bcat act
17	Oc1c(Br)cc(Br)cc1Oc1ccc(Br)cc1Br	7.0	.
18	CC1CCN(S(=O)(=O)c2ccc(NN=C(C#N)C#N)cc2)CC1	4.5	.
19	Cc1nc2ccc(P(=O)(O)O)cc2s1	2.9	.
20	CC[C@H]1CN2CC[C@@]3(C(=O)Nc4ccccc43)[C@@H]2C[C@@H]1/C(=C\OC)C(=O)OC	6.4	.
21	Cc1ccc2c(c1)=C/C(=C\c1c(O)[nH]c(=S)[nH]c1=O)C(=O)N=2	1.9	.
22	CN[C@@H]1C[C@@H](c2ccc(Cl)c(Cl)c2)c2ccccc21	0.6	.
23	CSC1=NP(=S)(SC)N(C)c2nc3n(c21)CCC3 (stereo not drawn)	1.7	.
24	COCCNP(=O)(c1ccccc1)c1nc2ccccc2s1 (stereo not drawn)	0.2	.

no.	phage Ecoli inh	E coli growth
17	.	4.8
18	.	0.0
19	.	-1.6
20	.	-1.0
21	.	-3.4
22	.	1.7
23	.	-0.5
24	.	-0.6

# Overlap with the part before: 7 entries, followed by the next part.
no.	smiles	AddAB inh	Wnt bcat act
18	CC1CCN(S(=O)(=O)c2ccc(NN=C(C#N)C#N)cc2)CC1	4.5	.
19	Cc1nc2ccc(P(=O)(O)O)cc2s1	2.9	.
20	CC[C@H]1CN2CC[C@@]3(C(=O)Nc4ccccc43)[C@@H]2C[C@@H]1/C(=C\OC)C(=O)OC	6.4	.
21	Cc1ccc2c(c1)=C/C(=C\c1c(O)[nH]c(=S)[nH]c1=O)C(=O)N=2	1.9	.
22	CN[C@@H]1C[C@@H](c2ccc(Cl)c(Cl)c2)c2ccccc21	0.6	.
23	CSC1=NP(=S)(SC)N(C)c2nc3n(c21)CCC3 (stereo not drawn)	1.7	.
24	COCCNP(=O)(c1ccccc1)c1nc2ccccc2s1 (stereo not drawn)	0.2	.
25	CCC(c1nnnn1Cc1ccccc1)N1CCC2(CC1)C(=O)NCN2c1ccccc1 (stereo not drawn)	.	-1.6
26	CCN1C(=O)CC(=O)N(CC)C1=S	.	-2.5
27	O=c1[nH]c2ccccc2n1C1CCN(C(CCc2ccccc2)c2nnnn2Cc2ccccc2)CC1 (stereo not drawn)	.	-3.1
28	CCCCn1nnnc1C(c1ccnc2ccccc12)N1CCC2(CC1)C(=O)NCN2c1ccccc1 (stereo not drawn)	.	-1.2
29	COc1ccc(C(c2nnnn2Cc2ccccc2)N2CCC3(CC2)C(=O)NCN3c2ccccc2)cc1 (stereo not drawn)	.	-1.7
30	C1=NCCCN2CCCCC12 (stereo not drawn)	.	-1.6
31	Nc1ccc(Cl)cc1	.	2.5
32	C#CCCC[C@@H]1OC(=O)CNC(=O)C([C@@H](C)CC)NC(=O)[C@@H]2CCCN2C(=O)C([C@@H](C)CC)OC(=O)[C@H](Cc2ccccc2)N(C)C(=O)[C@H](C(C)C)NC(=O)C1(C)C (stereo partly drawn)	.	-2.7

no.	phage Ecoli inh	E coli growth
18	.	0.0
19	.	-1.6
20	.	-1.0
21	.	-3.4
22	.	1.7
23	.	-0.5
24	.	-0.6
25	1.5	.
26	1.4	.
27	2.4	.
28	5.5	.
29	-1.8	.
30	4.3	.
31	3.4	.
32	2.6	.

# Remaining list, next part
no.	smiles	AddAB inh	Wnt bcat act
33	COc1ccc(OC(=O)N(C)C[C@H]2OCc3cnnn3CCCC(=O)N([C@H](C)CO)C[C@H]2C)cc1	.	-1.8
34	COCCNC(=S)N1Cc2ccccc2-n2nncc2C1	.	-0.5
35	CN(c1ccc(O)cc1)c1ccc([N+](=O)[O-])c2nonc12	.	4.9
36	O=C(NCCN1CCC2(CC1)C(=O)NCN2c1ccccc1)c1ccc(F)cc1F	.	1.9
37	CCOC(=O)[C@]12Cc3cc(OC)ccc3[C@H]1N(C)C(=O)c1cc(OC)ccc12	.	-2.0
38	COC(=O)C1C(c2ccc(F)cc2)CC2CCC1N2C (stereo not drawn)	.	1.4
39	O=S(=O)(c1ccccc1)C1CN1c1c(F)c(F)c(F)c(F)c1F (stereo not drawn)	.	-1.8
40	COc1cccc(C(c2nnnn2-c2ccc3c(c2)OCCO3)N2CCC(n3c(=O)[nH]c4ccccc43)CC2)c1OC (stereo not drawn)	.	-3.0

no.	phage Ecoli inh	E coli growth
33	1.8	.
34	4.5	.
35	3.1	.
36	1.9	.
37	3.1	.
38	2.2	.
39	2.5	.
40	-0.8	.

# Next section.
no.	smiles	AddAB inh	Wnt bcat act
41	CC[C@H]1c2ccccc2[C@@H]2CC[C@H]1N2c1ccccc1	.	-3.3
42	CS(=O)(=O)c1ccc(C2=C(CNC(=O)c3cccs3)[C@H]3CC[C@@H](C2)N3Cc2ccccc2)cc1	.	-0.3
43	CCOC(=O)[C@]12Cc3cc(C)ccc3[C@H]1N(C)C(=O)c1ccccc12	.	-2.8
44	CCCCn1nnnc1C(C1CC1)N1CCC(n2c(=O)[nH]c3ccccc32)CC1 (stereo not drawn)	.	-1.5
45	COc1ccc(-n2nnnc2C(c2cc3ccccc3o2)N2CCC(n3c(=O)[nH]c4ccccc43)CC2)cc1 (stereo not drawn)	.	-6.6
46	Fc1ccc(NC(=S)N2Cc3ccccc3-n3nncc3C2)cc1	.	-1.7
47	COC(=O)C1=C(c2ccc(OCc3ccccc3)cc2)C[C@@H]2CC[C@H]1N2C(=O)NCCCCc1ccccc1	.	-17.9
48	COC(=O)[C@@H]1N=C(c2ccc(OC)cc2)O[C@]12C(=O)N(C)c1ccc(Cl)cc12	.	-0.6

no.	phage Ecoli inh	E coli growth
41	-0.5	.
42	4.8	.
43	2.8	.
44	0.0	.
45	-0.2	.
46	3.2	.
47	-0.7	.
48	3.0	.

# Full records, looked up by structure:
# Record of CS(=O)(=O)c1ccc(C2=C(CNC(=O)c3cccs3)[C@H]3CC[C@@H](C2)N3Cc2ccccc2)cc1 = AddAB inh: .; Wnt bcat act: -0.3; phage Ecoli inh: 4.8; E coli growth: .
# Record of COC(=O)C1=C(c2ccc(OCc3ccccc3)cc2)C[C@@H]2CC[C@H]1N2C(=O)NCCCCc1ccccc1 = AddAB inh: .; Wnt bcat act: -17.9; phage Ecoli inh: -0.7; E coli growth: .

# The listing continues:
no.	smiles	AddAB inh	Wnt bcat act
49	O=C(NC1CCCCC1)N1Cc2cc(-c3cccc(F)c3)ccc2-n2nncc2C1	.	-0.7
50	C[C@@H]1CN([C@@H](C)CO)C(=O)CCCn2nncc2CO[C@H]1CN(C)C(=O)Oc1ccccc1	.	2.6
51	COc1ccc(S(=O)(=O)N2Cc3ccccc3-n3nncc3C2)cc1	.	-1.6
52	CCC(C)NC1(c2ccccc2)CCCCC1 (stereo not drawn)	.	0.9
53	C=C1C(=O)OC2CC3(C)OC3C3OC3C3=CC(OC3=O)C12 (stereo not drawn)	.	-1.6
54	S=C(NCCc1ccccc1)N1Cc2cc(Br)ccc2-n2nncc2C1	.	-1.3
55	CCOC(=O)CNC(=O)N1Cc2cc(Br)ccc2-n2nncc2C1	.	-0.8
56	CC(C)(C)n1nnnc1C(C1CC1)N1CCC2(CC1)C(=O)NCN2c1ccccc1 (stereo not drawn)	.	-1.0

no.	phage Ecoli inh	E coli growth
49	1.6	.
50	2.6	.
51	3.0	.
52	3.3	.
53	1.0	.
54	0.6	.
55	-2.5	.
56	2.3	.

# Other results follow.
no.	smiles	AddAB inh	Wnt bcat act
57	Cc1ccc(OC(=O)N(C)C[C@H]2OCc3cnnn3CCCC(=O)N([C@H](C)CO)C[C@@H]2C)cc1	.	-0.9
58	c1ccc(CN2Cc3ccccc3-n3nncc3C2)cc1	.	-1.3
59	CN(Cc1cccc(-c2cccnc2)c1)C(=O)Oc1ccc([N+](=O)[O-])cc1	.	-1.1
60	COc1ccc(OC(=O)N(C)C[C@H]2OCc3cnnn3CCCC(=O)N([C@@H](C)CO)C[C@H]2C)cc1	.	-1.0
61	CCOC(=O)CNC(=O)N1Cc2cc(-c3ccc(OC)cc3)ccc2-n2nncc2C1	.	-2.1
62	Cc1cc(C)c(NC2=NCCS2)cc1C	.	1.1
63	C[C@H](CO)N1C[C@H](C)[C@@H](CN(C)C(=O)Oc2ccc3ccccc3c2)OCc2cnnn2CCCC1=O	.	-1.9
64	O=C(O)C(Br)Br	.	0.5

no.	phage Ecoli inh	E coli growth
57	4.5	.
58	2.5	.
59	2.6	.
60	2.4	.
61	1.2	.
62	2.2	.
63	5.0	.
64	2.6	.

# (continued)
no.	smiles	AddAB inh	Wnt bcat act
65	CCOC(=O)[C@]12Cc3ccccc3[C@H]1N(Cc1ccccc1)C(=O)c1cc(OC)ccc12	.	-1.9
66	O=C(OCc1ccccc1)N1CCC2CC1c1cc(N3Cc4ccccc4-n4nncc4C3)ccc12 (stereo not drawn)	.	?
67	COc1cccc(C(c2nnnn2Cc2ccccc2)N2CCC3(CC2)C(=O)NCN3c2ccccc2)c1OC (stereo not drawn)	.	-4.1
68	CCOC(=O)c1cc2ccccc2n1C1CCN(Cc2ccccc2)CC1	.	-0.8
69	CCOC(=O)[C@]12Cc3cc(OC)ccc3[C@H]1N(C1CCCCC1)C(=O)c1cc(OC)ccc12	.	-3.6
70	Cc1cc(C)c(C)c(C(O)(C(=O)O)c2ccccc2)c1 (stereo not drawn)	.	-5.6
71	O=C1NCN(c2ccccc2)C12CCN(C(CCc1ccccc1)c1nnnn1Cc1ccccc1)CC2 (stereo not drawn)	.	-2.6
72	CCOC(=O)[C@]12Cc3cc(C)ccc3[C@H]1N(CCC(=O)OC)C(=O)c1cc(OC)ccc12	.	-6.1

no.	phage Ecoli inh	E coli growth
65	2.0	.
66	-0.4	.
67	0.4	.
68	1.8	.
69	0.5	.
70	2.7	.
71	-2.0	.
72	2.1	.

# The list continues.
no.	smiles	AddAB inh	Wnt bcat act
73	O=C(NCCN1CCC2(CC1)C(=O)NCN2c1ccccc1)c1ccc2ccccc2c1	.	-1.6
74	Clc1ccc(Cl)c(Cl)c1	.	-1.9
75	Cc1ccc(S(=O)(=O)N2Cc3cc(N4CCOCC4)ccc3-n3nncc3C2)cc1	.	-0.8
76	O=C(Nc1cccc2ccccc12)N1Cc2ccccc2-n2nncc2C1	.	-3.0
77	O=C(Nc1cc(Cl)cc(Cl)c1)N1Cc2ccccc2-n2nncc2C1	.	-2.7
78	COC(=O)C1=C(c2ccc(OCc3ccccc3)cc2)C[C@@H]2CC[C@H]1N2C(=O)NCc1cccc(F)c1	.	-4.5
79	O=C(NCCN1CCC2(CC1)C(=O)NCN2c1ccccc1)c1cccc2c1-c1ccccc1C2=O	.	1.9

no.	phage Ecoli inh	E coli growth
73	3.0	.
74	1.8	.
75	0.8	.
76	2.1	.
77	2.3	.
78	4.6	.
79	0.4	.
